# Screening results deposited in PubChem by Broad Institute.
# C2C12 statin: suppressors of statin myotoxicity in C2C12 myotubes, primary screen, cell-based, single point, plate reader; rescue of ATP level, % at 7.49 µM; C2C12 myotubes + simvastatin, ATP luminescence, 48 h; scaled: DMSO 0, geranylgeraniol control 100; 330,000 compounds, 0.78% hits;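 active = mean ATP rescue above about 67%, or every replicate alone reaching that limit, limit read from the data, passing the limit was not always enough; inconclusive = no clear call, values can overlap the other calls; inactive = mean under the limit and some replicate under it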;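 also: myotubes were challenged with 10 µM simvastatin during compound exposure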
# ARNT-TACC3 inh: disruptors of ARNT/TACC3 protein interaction, primary screen, biochemical, AlphaScreen, single concentration; Transforming acidic coiled-coil-containing protein 3 (Homo sapiens), Q9Y6A5; AlphaScreen His-ARNT PAS-B/GST-TACC3 binding, luminescence; TACC3 fragment carries E629A point mutation; inhibition, % at 9.99 µM; 390,000 compounds, 0.66% hits; AID 623870, 2012;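 active = mean inhibition of replicates at least 50% and at least half of replicates each reaching 50%; inconclusive = half or more replicates reach 50% but mean below 50%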;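 also: 0% = complete ARNT plus TACC3 wells and 100% = ARNT alone without TACC3; many hits fall short of the cut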
# GSIS activator: GLuc luminescence reporter in INS-1E cells, primary screen for activators of glucose-dependent secretion of insulin. activation, % at 16.6 µM. INS-1E GLuc reporter insulin secretion, 2-3 h. 370,000 compounds, 0.61% hits;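 active = lowest replicate activation of at least 40%, so every replicate reaches that level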;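 also: 0% = median of neutral control wells and 100% = median of IBMX positive control wells; some compounds called inactive have numbers as strong as hits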
# PGC1a acetyl inh: inhibitors of PGC1a acetylation signal, primary screen, cell-based, U2OS, AlphaScreen, inhibitor mode | AlphaScreen anti-acetyl-lysine; with virally co-expressed GCN5 acetyltransferase | inhibition, % at 15.6 µM | 350,000 compounds, 0.17% hits | AID 651687, 2012;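 active = every replicate shows inhibition of at least 40%; inconclusive = mean inhibition at least 40% but some replicate below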;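 also: 0% = neutral control wells and 100% = positive control wells; some results beyond the cut were filed as inactive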
# Cneo AK release: Cryptococcus neoformans cell lysis inducers, primary screen, AK release luminescence, single concentration. C. neoformans lysis, adenylate kinase release luminescence, 4 h; normalised: neutral wells 0, clomiphene wells 100. lysis activity, % at 15 µM. 360,000 compounds, 0.2% hits. AID 651654, 2012;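 active = mean lysis activity across replicates of at least 80%, whatever share of replicates individually reach that level; inactive = mean lysis activity below 80%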
#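 Material: C. neoformans cells; Schedule: 4 h static compound exposure, 37 °C, read 1 h post-reagent; Measured by: adenylate kinase release luminescence; Read-out: signal increase indicating cell lysis; Controls: Clomiphene as positive lysis control.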
# PAX8 inh HTS: inhibitors of PAX8-driven TPO luciferase reporter, primary screen, RMG-I cells, single concentration. SteadyGlo, 24 h. inhibition, % at 12.6 µM. 360,000 compounds, 1.2% hits;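 active = mean replicate inhibition at least 60% with every replicate also reaching 60%; inconclusive = only one of the two criteria is met; inactive = mean below 60% and not all replicates reaching 60%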;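 also: luciferase light reporting Pax8 driven TPO promoter activity; plate controls were median of neutral control wells for no effect and mitoxantrone controls for full effect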
# PglD inh: C. jejuni PglD acetyltransferase inhibitors, primary screen, biochemical, DTNB colorimetric, single point | UDP-N-acetylbacillosamine N-acetyltransferase PglD (Campylobacter jejuni) | purified PglD enzyme, DTNB colorimetric CoA detection | inhibition, % at 12.5 µM | 360,000 compounds, 0.098% hits | AID 602405, 2012; in the data active = inhibition above about 16%, passing the limit was not always enough; inconclusive = no clear call, values can overlap the other calls; also: strong numbers were not always called active
# LGR2 antag: inhibitors of bursicon-induced LGR2 CRE-luciferase signal, primary screen, cell-based, HEK293, CRE-luciferase reporter, bursicon stimulation; bursicon-stimulated, 4 h; inhibition, % at 9.99 µM; Drosophila bursicon receptor LGR2 (rickets); 380,000 compounds, 0.35% hits;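 active = drop in luminescence signal, shown as inhibition above about 50% in the replicate tests, limit read from the data, passing the limit was not always enough; inconclusive = probably only some replicates passing the limit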;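 also: agonist challenge used bursicon conditioned medium at about half maximal strength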
# * hit, by the source's call; ? = inconclusive; . = no result given.
SMILES,C2C12 statin,ARNT-TACC3 inh,GSIS activator,PGC1a acetyl inh,Cneo AK release,PAX8 inh HTS,PglD inh,LGR2 antag
COc1ccc(NC(=O)N(C)C[C@H]2Oc3c(NS(=O)(=O)c4ccccc4)cccc3C(=O)N([C@@H](C)CO)C[C@@H]2C)cc1,-19,.,0,-11,.,-8,.,4
CCN(CC)S(=O)(=O)c1ccc(N2CCOCC2)c(NC(=O)C(C)Oc2ccc(F)cc2)c1 (stereo unspecified),9,3,-2,-1,-1,-2,-4,3
Nc1ccc2c(c1)C(=O)c1ccc(Br)cc1-2,0,2,.,12,9,-7,-1,?
CC(C)NC(=O)N1CCCCN2[C@@H](CO)[C@@H](c3ccc(C#CC4CC4)cc3)[C@@H]2C1,-29,0,4,9,0,-10,5,-17
O=C(NCCN1CCOCC1)c1ccccc1N1C(=O)[C@@H]2Cc3c([nH]c4ccccc34)C(c3ccc(F)cc3)N2C1=O (stereo partly specified),-1,.,1,2,10,.,-1,-53
NC1(C#Cc2ccc3c(=O)c4ccccc4sc3c2)CCCCC1,9,-7,.,-9,1,-72,-1,.
CCOP(=O)(OCC)C(NC(=O)Nc1ccc(C)c(Cl)c1)c1ccccc1 (stereo unspecified),.,-2,-10,.,.,-42,.,-9
Cn1nccc1C(=O)N1CCN(c2cccc(Cl)c2)CC1,3,-3,26,7,2,.,-2,16
CCOC(=O)c1sc(N)nc1C(C)(C)C,6,2,.,-19,2,.,3,.
C[C@@H]1CN([C@@H](C)CO)C(=O)c2cccc(NC(=O)C3CCOCC3)c2O[C@H]1CN(C)C(=O)Nc1cccc2ccccc12,-2,6,4,-6,1,10,-1,18
N#Cc1cccc(NC(=O)CNc2cccc(S(=O)(=O)N3CCCCC3)c2)c1,3,9,-14,.,4,32,4,-12
C[C@@H](NC(=O)C[C@H]1CC[C@H](NC(=O)C2CCOCC2)[C@H](CO)O1)c1ccccc1,4,-7,1,0,4,-7,-4,-2
CCC1(CC)Cc2ccccc2C(Nc2c(C)n(C)n(-c3ccccc3)c2=O)=N1,-1,5,4,-10,-1,.,4,1
Cn1nc(C(=O)NNC(=O)C2CSC3(C)CCC(=O)N23)c2ccccc2c1=O (stereo unspecified),.,0,0,.,.,0,.,7
COC(=O)c1ccc(C2=NOC(C)(c3nnc(Cc4ccccc4)o3)C2)cc1 (stereo unspecified),11,0,.,.,1,4,-1,.
C[C@@H]1CN([C@H](C)CO)C(=O)Cc2cc(N(C)C)ccc2O[C@H]1CN(C)Cc1ccc(C(=O)O)cc1,-15,-3,18,2,-4,-5,8,-14
COC(=O)C1CCN(C(=O)/C=C/c2ccc(OC)cc2)CC1,-8,-2,.,10,-3,-92,-6,.
Cc1ccc(C)c(OC(=O)c2cccnc2Cl)c1C,-1,-3,-5,-7,-2,-7,3,-5
COc1ccc(/C=C/C(=O)NC(=S)N2CCN(c3ccccc3OC)CC2)cc1,20,-3,.,-4,.,-111,.,.
Cc1ccc(S(=O)(=O)N2CCN(C(=O)c3ccccn3)CC2)cc1,4,-9,2,3,1,10,-1,10
CC(C)CC#Cc1cnc2c(c1)C(=O)N([C@@H](C)CO)C[C@H](C)[C@@H](CN(C)C(=O)NC1CCCC1)O2,.,-3,-20,12,-4,.,-8,-4
Cc1ccccc1C(=O)Nc1ccnn1C1CCN(Cc2ccccn2)CC1,.,-1,1,.,10,15,5,-3
Cc1cccc(NC(=O)CSc2nnnn2C)n1,-5,20,.,15,-1,0,0,.
O=C(CN1CCN(c2ccc(F)cc2)CC1)NC(=O)NCc1ccco1,.,1,15,-4,.,2,.,-2
COc1cccc(-c2ccc([C@H]3[C@H]4CN(C(=O)C5CCCCC5)CC(=O)N4[C@H]3CO)cc2)c1,.,.,-15,-9,.,-8,.,-11
CC1CCN(C(=O)CSc2nnc(-c3ccncc3)n2C)CC1,8,10,.,3,0,1,-5,.
COc1ccccc1NC(=O)CSc1nnc(CSc2nc(C)cc(C)n2)o1,.,5,11,-3,.,9,.,28
Cc1ccc(S(=O)(=O)N2C[C@H]3C(=O)C[C@@H](c4ccc(Cl)cc4)N(S(=O)(=O)c4ccccc4C)[C@H]3C[C@H]2c2ccc(Cl)cc2)cc1,20,.,6,2,-1,17,-3,-9
COCCN(C(=O)c1csnn1)C(C(=O)NC1CCCC1)c1ccccc1 (stereo unspecified),-1,3,2,.,0,-16,-1,-2
CCCN(C)C[C@H]1Oc2cc(-c3ccncc3)ccc2S(=O)(=O)N([C@@H](C)CO)C[C@H]1C,5,4,3,-8,4,.,-6,4
O=C(C[C@@H]1C[C@@H]2c3cc(NC(=O)C4CCOCC4)ccc3O[C@@H]2[C@H](CO)O1)NCc1cc(F)ccc1F,0,.,9,0,14,-34,-1,9
OC[C@H]1[C@@H](c2ccc(-c3ccc(F)cc3)cc2)[C@H]2CN(Cc3ccncc3)CCCCN21,-14,3,-6,1,1,-39,7,-18
C[C@H](CO)N1C[C@H](C)[C@H](CN(C)Cc2ccccn2)Oc2ncc(C#C[C@@H](C)O)cc2C1=O,4,2,14,-19,-3,.,-1,-5
Cn1c(N)c(C#N)c2c(c1=S)COC(C)(C)C2,1,7,.,-2,0,.,5,.
O=c1c(Cl)c(Cl)cnn1Cc1nnc(-c2ccccc2Br)o1,.,-4,19,.,.,98*,.,103*
O=C(Cc1cccs1)N1CCCC(c2nc(-c3ccc(S(=O)(=O)N4CCCC4)cc3)no2)C1 (stereo unspecified),-1,5,-2,.,-3,.,2,8
CC(C)NC(=O)N1C[C@H]2[C@@H](c3ccccc31)[C@@H](CO)N2C(=O)Nc1cccc(F)c1,-6,-2,-18,3,0,2,2,12
COc1cccc(C(=O)N2c3ccccc3Sc3ccccc32)c1,.,0,3,.,.,35,.,11
COc1ccc([N+](=O)[O-])cc1N(CC(=O)N1CCOCC1)S(C)(=O)=O,-8,3,7,-3,.,16,.,32
O=C(CN(C1CCCCC1)S(=O)(=O)c1ccccc1)NCC1CCCO1 (stereo unspecified),-1,2,24,1,3,-9,-2,10

# 11 compounds from above, sorted by molecular weight, low to high.
SMILES,C2C12 statin,ARNT-TACC3 inh,GSIS activator,PGC1a acetyl inh,Cneo AK release,PAX8 inh HTS,PglD inh,LGR2 antag
COc1cccc(C(=O)N2c3ccccc3Sc3ccccc32)c1,.,0,3,.,.,35,.,11
COc1ccc([N+](=O)[O-])cc1N(CC(=O)N1CCOCC1)S(C)(=O)=O,-8,3,7,-3,.,16,.,32
O=C(CN(C1CCCCC1)S(=O)(=O)c1ccccc1)NCC1CCCO1 (stereo unspecified),-1,2,24,1,3,-9,-2,10
COCCN(C(=O)c1csnn1)C(C(=O)NC1CCCC1)c1ccccc1 (stereo unspecified),-1,3,2,.,0,-16,-1,-2
O=c1c(Cl)c(Cl)cnn1Cc1nnc(-c2ccccc2Br)o1,.,-4,19,.,.,98*,.,103*
COc1ccccc1NC(=O)CSc1nnc(CSc2nc(C)cc(C)n2)o1,.,5,11,-3,.,9,.,28
OC[C@H]1[C@@H](c2ccc(-c3ccc(F)cc3)cc2)[C@H]2CN(Cc3ccncc3)CCCCN21,-14,3,-6,1,1,-39,7,-18
CCCN(C)C[C@H]1Oc2cc(-c3ccncc3)ccc2S(=O)(=O)N([C@@H](C)CO)C[C@H]1C,5,4,3,-8,4,.,-6,4
C[C@H](CO)N1C[C@H](C)[C@H](CN(C)Cc2ccccn2)Oc2ncc(C#C[C@@H](C)O)cc2C1=O,4,2,14,-19,-3,.,-1,-5
O=C(Cc1cccs1)N1CCCC(c2nc(-c3ccc(S(=O)(=O)N4CCCC4)cc3)no2)C1 (stereo unspecified),-1,5,-2,.,-3,.,2,8
O=C(C[C@@H]1C[C@@H]2c3cc(NC(=O)C4CCOCC4)ccc3O[C@@H]2[C@H](CO)O1)NCc1cc(F)ccc1F,0,.,9,0,14,-34,-1,9

# More records.
SMILES,C2C12 statin,ARNT-TACC3 inh,GSIS activator,PGC1a acetyl inh,Cneo AK release,PAX8 inh HTS,PglD inh,LGR2 antag
COC(=O)c1ccccc1NC(=O)C1CCN(C(=O)c2cc(OC)c(OC)c(OC)c2)CC1,4,2,-6,.,3,.,-8,13
COCCn1c(SCC(N)=O)nnc1-c1c[nH]c2ccccc12,-11,5,5,2,5,-4,1,15
O=S(=O)(Nc1ccc2cn[nH]c2c1)c1ccc(Cl)s1,.,-6,5,2,.,10,.,-1
CCCCN(CC)c1nc(-c2ccncc2)nc2ccccc12,-33,-3,.,-14,11,.,-7,.
COC(=O)CSc1nc(SC)nc2c1sc1nc(-c3ccco3)c3c(c12)CC(C)(C)OC3,.,12,-1,2,-2,-14,2,1
CCC(C)c1ccccc1OCCOCCN1CCCC1 (stereo unspecified),.,.,4,.,-3,12,5,-1
O=C(NCc1cccc(C(F)(F)F)c1)c1ccc2sc(COCCO)nc2c1,0,.,.,-6,1,-5,4,-38
NC(=O)c1ccccc1NS(=O)(=O)Cc1ccc(Cl)cc1,13,4,-9,4,-3,.,-2,8
COc1cccc(C(=O)N2CCC2(C)C(=O)O)c1 (stereo unspecified),-1,.,-8,5,3,-15,-5,-28
CC(C)CCSc1nc2[nH]ncc2c(=O)[nH]1,5,.,8,.,-1,2,-8,7
C=C(C)COc1ccc2c(C)c(CC(=O)N3C[C@H]4C[C@@H](C3)c3cccc(=O)n3C4)c(=O)oc2c1,2,-14,2,-3,1,.,-2,.
O=C(NCCS(=O)(=O)N1CCN(c2ccc(F)cc2)CC1)C12CC3CC(CC(C3)C1)C2,.,-5,-25,.,.,35,.,17
C[C@H](CO)N1C[C@H](C)[C@@H](CN(C)C(=O)c2ccc3c(c2)OCO3)Oc2cc(C#Cc3ccccc3F)ccc2S1(=O)=O,-14,25,-29,26,-5,79*,1,17
Cc1ccccc1S(=O)(=O)N1C[C@H](O)COC[C@H]2O[C@@H](CC(=O)N3CCC(Cc4ccccc4)CC3)CC[C@@H]21,31,2,-38,3,-1,20,4,14
C/C(=N\NC(=O)c1cccc([N+](=O)[O-])c1)c1cccs1,.,-8,19,2,-6,1,-3,-24
CN1C(=O)c2cc(NC(=O)Cc3cccs3)ccc2OC[C@@H]2O[C@@H](CC(=O)N[C@@H]3CCN(Cc4ccccc4)C3)CC[C@H]21,4,-4,-7,.,0,-2,5,-8
CS(=O)(=O)N(CC(=O)Nc1ccc(F)cc1)C1CCCCC1,3,10,18,.,5,0,5,4
COc1cc(OC)cc(C(=O)N[C@H](C(=O)NCCc2ccc(S(N)(=O)=O)cc2)C(C)C)c1,4,-5,-4,.,-1,1,0,0
